ABCB6 inh MLPCN – blocks the human ABCB6 transporter | K562-ABCB6 porphyrin accumulation, flow cytometry, 1 h; hits give low values | fluorescence ratio to DMSO, % at 10 µM | actives 0.19% (n = 360,000);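 active = fluorescence ratio to DMSO below 75%, the collection mean minus 3 SD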;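 note: signal is porphyrin accumulated inside mitochondria; 100% equals median channel fluorescence of DMSO control wells; lower ratio means ABCB6 inhibition with less porphyrin fluorescence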
NOD2-RIPK2 inh – inhibitors of human NOD2-RIPK2 interaction; inhibition, % at 4.98 µM; O43353; CHO BLA complementation NOD2-RIPK2, CCF4 ratio; actives 0.38% (n = 360,000); in the data active = inhibition above about 21%;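 note: 0% = vehicle only and 100% = reference blocker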
NCOA2 inhibitor – human SRC2 (NCOA2) inhibition. Q15596. HEK293 GAL4-SRC2 luciferase reporter, luminescence. inhibition, % at 9 µM. actives 0.17% (n = 370,000). AID 651957;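 active = inhibition above the mean inhibition of all tested compounds plus 3 SD, set per campaign, cut at about 52% in these data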;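 note: 0% = DMSO treated cells and 100% = cells given Gossypol at 36 µM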
MC4R antag cAMP – blocks human MC4R cAMP signaling | inhibition, % at 6.5 µM | AID 540295 | MC4R-expressing cells, MTII-stimulated cAMP, LANCE TR-FRET | actives 0.48% (n = 360,000) | P32245;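 active = inhibition above its plate's cutoff, the mean of tested wells on that plate plus 3 SD, cut at about 29% in these data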;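 note: 0% = Melanotan II alone and 100% = Melanotan II plus saturating MCL0020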
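Material: human MC4R-expressing U2OS cells. Probe or stimulus: Melanotan II challenge. Dosing: 6.5 µM single dose. Times: 30-min compound, 1-h challenge, 1-h detection, room temperature. Technique: TR-FRET with Eu-cAMP and labeled anti-cAMP, 671 nm. Replication: singlicate.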
HTR2A ag – mouse HTR2A agonism via beta-arrestin recruitment. P35363. CHO-K1 mHTR2A beta-arrestin complementation, luminescence; percent of 30 µM serotonin response. activation, % at 7.6 µM. actives 0.66% (n = 360,000). AID 624169;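 active = activation above a run cutoff, the mean activation of all tested compounds plus 3 SD, cut at about 14% in these data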;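 note: 0% = plate median of compound wells and 100% = 30 µM serotonin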
TLR9-MyD88 block – TLR9-MyD88 interaction inhibition; CHO BLA complementation TLR9-MyD88, CCF4 FRET ratio; inhibition, % at 4.98 µM; actives 0.21% (n = 340,000); AID 504734;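 active = inhibition above the mean over all tested compounds plus 3 SD, cut at about 21% in these data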;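 note: 0% = DMSO only wells and 100% = clavulanate BLA inhibitor control wells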
Target sequence (Q99836 whole entry, looked up): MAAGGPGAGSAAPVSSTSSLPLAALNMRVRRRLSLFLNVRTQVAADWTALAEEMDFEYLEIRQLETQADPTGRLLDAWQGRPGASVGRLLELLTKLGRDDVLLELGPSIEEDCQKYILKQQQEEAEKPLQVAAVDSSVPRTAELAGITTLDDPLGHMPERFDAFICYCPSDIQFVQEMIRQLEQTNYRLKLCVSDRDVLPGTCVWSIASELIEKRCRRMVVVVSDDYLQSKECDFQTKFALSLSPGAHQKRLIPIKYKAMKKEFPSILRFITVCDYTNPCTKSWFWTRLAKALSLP
Target sequence (Q9NR96 whole entry, looked up): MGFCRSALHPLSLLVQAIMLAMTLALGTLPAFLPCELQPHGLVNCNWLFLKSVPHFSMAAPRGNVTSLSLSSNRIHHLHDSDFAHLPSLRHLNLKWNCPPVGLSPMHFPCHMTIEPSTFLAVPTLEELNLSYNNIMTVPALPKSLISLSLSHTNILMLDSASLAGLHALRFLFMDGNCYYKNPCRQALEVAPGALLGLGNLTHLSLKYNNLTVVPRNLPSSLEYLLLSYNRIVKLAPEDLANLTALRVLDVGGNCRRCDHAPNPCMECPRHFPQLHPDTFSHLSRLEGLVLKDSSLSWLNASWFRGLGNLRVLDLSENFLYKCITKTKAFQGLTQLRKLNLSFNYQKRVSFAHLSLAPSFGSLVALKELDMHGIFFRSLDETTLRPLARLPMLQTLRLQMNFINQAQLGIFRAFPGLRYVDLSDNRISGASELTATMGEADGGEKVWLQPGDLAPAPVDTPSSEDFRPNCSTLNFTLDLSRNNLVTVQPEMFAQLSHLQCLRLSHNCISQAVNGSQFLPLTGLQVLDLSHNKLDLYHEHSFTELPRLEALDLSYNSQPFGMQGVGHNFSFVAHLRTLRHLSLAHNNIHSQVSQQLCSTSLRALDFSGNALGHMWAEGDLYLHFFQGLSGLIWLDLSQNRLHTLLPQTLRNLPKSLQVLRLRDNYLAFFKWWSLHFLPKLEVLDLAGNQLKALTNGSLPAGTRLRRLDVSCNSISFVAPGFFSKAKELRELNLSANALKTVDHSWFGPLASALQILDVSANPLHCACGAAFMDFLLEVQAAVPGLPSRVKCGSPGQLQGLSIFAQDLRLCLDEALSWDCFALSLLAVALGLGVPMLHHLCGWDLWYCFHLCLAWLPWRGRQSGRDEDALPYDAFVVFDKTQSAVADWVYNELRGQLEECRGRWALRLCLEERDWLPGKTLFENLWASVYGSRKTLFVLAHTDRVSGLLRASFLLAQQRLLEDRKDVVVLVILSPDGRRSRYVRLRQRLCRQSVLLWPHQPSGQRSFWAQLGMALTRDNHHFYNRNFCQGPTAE
N-glyco inh – N-linked glycosylation inhibition; D54 ERlucT glycosylation luciferase reporter, 24 h; percent of 100 nM tunicamycin response; actives 0.23% (n = 360,000); reporter increase, % at 12.5 µM;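 active = mean luciferase reporter signal, scaled so untreated is 0 and the glycosylation-blocking control 100, at or above a set limit in every replicate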;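 note: luciferase carries N-glycosylation sites so blocking glycosylation raises the light; 0% = median of neutral control wells and 100% = median of 100 nM tunicamycin wells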
ABHD5-PLIN5 inh – inhibitors of human ABHD5-perilipin-5 interaction | AID 602281 | Split G. princeps luciferase complementation, luminescence, 4 h | inhibition, % at 4 µM | actives 0.78% (n = 360,000) | Q00G26+Q8WTS1;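 active = inhibition above the mean inhibition across every tested compound plus 3 SD, cut at about 22% in these data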;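 note: 0% = DMSO only wells and the 100% control is not disclosed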
MC4R ag barr – human MC4R agonism via beta-arrestin; AID 540308; activation, % at 8.9 µM; actives 0.98% (n = 360,000); U2OS MC4R beta-arrestin complementation, luminescence; percent of melanotan II response, DMSO zero; P32245;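 active = activation above a per-plate cutoff, the mean activation of sample wells on that plate plus 3 SD, cut at about 8% in these data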
H9c2 protect – modulators protecting cardiomyocytes from myocardial damage; protection from H2O2 cell death, % at 20 µM; H9c2 cardiomyocytes, H2O2 injury protection, ATPLite, 2 h; AID 588492; actives 0.63% (n = 360,000);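 active = compounds giving at least 50% protection of heart cells from peroxide-induced death in the single-dose screen, raw or plate-pattern-corrected value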;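 note: 0% = DMSO wells with peroxide and 100% = DMSO wells without peroxide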
The depositor's hits bear a star; · = not tested or not shown. The list is partial; rates above refer to the full screens.

SMILES,ABCB6 inh MLPCN,NOD2-RIPK2 inh,NCOA2 inhibitor,MC4R antag cAMP,HTR2A ag,TLR9-MyD88 block,N-glyco inh,ABHD5-PLIN5 inh,MC4R ag barr,H9c2 protect
N#Cc1ccc(-c2nc3ccc(Br)cn3c2Cc2cccc(Cl)c2)cc1,98,1,-20,·,-1,·,2,-1,·,-2
O=C(Nc1ccc(F)cc1)c1cc2c(s1)CCCC2,100,-7,-30,3,-10,·,-8,-8,-0.1,-14
Cn1nc([N+](=O)[O-])nc1Sc1nnnn1-c1cccc(C(=O)O)c1,97,-6,9,6,-3,-5,2,1,-0.5,1
O=S(=O)(c1cccnc1)N1CCn2cccc2C1c1ccccc1F (centres undefined),104,-2,19,7,-1,0,1,1,-3.0,6
CCN(C(=O)COC(=O)CCOc1ccc(C(C)(C)C)cc1)c1c(N)n(Cc2ccccc2)c(=O)[nH]c1=O,93,-11,10,10,-6,7,12,10,-0.2,-20
CCCCn1c(N)c(N(CC(C)C)C(=O)CCCc2nc3ccccc3s2)c(=O)[nH]c1=O,98,-8,-25,0,2,-3,2,1,-2.8,-1
COC(=O)c1csc(S(=O)(=O)N2CCOCC2)c1OC,95,-13,-16,4,1,0,·,6,-0.9,-2
CC[C@@H](C)[C@H](C(CC(=O)N1CCCC1[C@@H](OC)[C@H](C)C(=O)N[C@H](Cc1ccccc1)c1nccs1)OC)N(C)C(=O)[C@H](NC(=O)[C@@H](C(C)C)N(C)C)C(C)C (some centres undefined),105,3,18,-17,3,2,4,-6,-0.2,-5
Cc1ccccc1C(=O)NCC(=O)OC1CCCCC1=O (centres undefined),98,-2,-26,10,11,12,2,6,-2.2,-2
O=C(C1Cc2ccccc2CN1S(=O)(=O)c1ccc(F)cc1)N1CCCCCC1 (centres undefined),100,-5,13,11,-3,-9,-1,-2,-0.9,1
CCOc1ccc2c(c1)C(=O)c1cc(OCC(=O)O)ccc1-2,104,-8,4,3,-1,-2,3,1,1.5,-10
O=C(C1=C(O)C(=O)N(CC2CCCO2)C1c1cccnc1)c1ccco1 (centres undefined),97,-8,2,9,3,8,-1,-4,-0.1,1
CNC(=S)NNC(=O)c1oc2nc(-c3ccccc3)cc(C)c2c1N,100,8,-20,8,-2,-8,2,-13,0.1,-4
COc1cccc(-c2nc(CS(=O)(=O)CC(=O)Nc3cccc(C(C)=O)c3)c(C)o2)c1,101,0,-10,8,1,4,1,3,-1.8,1
O=C(CN(C(=O)c1ccccc1)N1C(=O)CCC1=O)c1cccs1,98,0,13,5,-3,-9,-1,-5,-4.9,-2
CCOC(=O)CN1C(=O)C(CC)Oc2ccccc21 (centres undefined),97,-8,1,-5,5,7,-1,4,-0.5,2
COc1cc2[nH]cc(C(=O)NCc3cccs3)c(=O)c2cc1OC,112,2,-10,-10,-1,-2,-1,16,2.1,16
Cc1nc(N2CCCCC2C)c2c(C)c(C(=O)Nc3ccccc3C(F)(F)F)sc2n1 (centres undefined),96,-15,14,23,4,-5,-3,-15,3.9,-1
O=C(CCc1nnc(CCCc2ccccc2)o1)NCCN1CCOC1=O,99,7,9,-3,0,-7,2,-4,-1.4,2
CC1CCN(C(=O)CCNC(=O)c2ccccc2Cl)CC1,106,8,-4,5,2,-16,0,-5,-3.1,3
CC(=O)N/C(=C\c1ccccc1)C(=O)OCCCOC(=O)/C(=C/c1ccccc1)NC(C)=O,98,2,-10,0,-5,0,-1,-4,-3.2,-3
COCCNC(=O)NC12CC3CC(CC(C3)C1)C2,104,-2,12,2,-1,-8,2,-3,-1.9,0
O=C(N/N=C/c1ccc2c(c1)OCO2)c1cc(-c2ccccc2Cl)nc2ccccc12,97,-6,8,9,0,-7,4,0,0.2,-2
CC1(OC(=O)CCc2ccccc2)C(=O)C=C2C=C(c3ccc(C#N)cc3)N(Cc3ccco3)C=C2C1=O (centres undefined),105,-5,-12,-4,4,7,7,2,-0.8,-1
CC(C)[C@H](NS(=O)(=O)c1ccc(Cl)cc1)C(=O)OCC(=O)c1c(N)n(C)c(=O)n(C)c1=O,101,-11,14,10,4,7,-1,11,0.5,16
Clc1ccccc1-c1nnc2n1-c1ccccc1SC2,97,-5,4,-7,3,-4,1,-2,1.2,1
CCn1ccnc1CNC(=O)CC1C(=O)NCCN1Cc1ccc(OC)cc1OC (centres undefined),95,-7,6,-2,3,6,-1,7,2.3,1
O=C(C1CC(=O)N(C2CCCC2)C1)N1CCN(c2ccccc2)CC1 (centres undefined),105,-3,7,9,4,-5,1,3,-0.9,13
CC(=O)c1sc(=S)n(-c2ccccc2)c1C,97,1,17,3,-5,1,1,-3,-0.5,-1
Cc1ccc(S(=O)(=O)N2CCN(C(=O)CNC(=O)c3ccc(Br)o3)CC2)cc1,98,-16,12,2,2,8,1,3,-1.1,1
O=C(O)CNS(=O)(=O)c1ccc(Br)s1,96,-11,-9,4,-1,-9,0,1,-1.2,5
CC(=O)C1=C(O)C(=O)N(c2ccccn2)C1c1cccc(F)c1 (centres undefined),92,-13,6,4,5,6,1,-17,-1.6,-1
CC(=O)Nc1ccc(NC(=O)c2cc(-c3cc(F)ccc3OCC3CCCO3)n[nH]2)cc1 (centres undefined),89,12,-28,10,-6,·,-2,0,-0.2,32
COCC(=O)N1CCc2ccc(NC(=O)c3ccccc3Cl)cc2C1,90,2,3,-2,2,-5,0,-5,-0.5,4
CC(C)C(O)P(=O)(OCc1ccccc1)c1ccc(N(C)C)cc1 (centres undefined),97,0,2,5,1,5,-1,-2,-1.8,-1
CCOC(=O)c1sc(NC(=O)CSc2nnc(-c3ccc(OC)cc3)n2CCOC)nc1C,100,-6,5,0,3,2,0,-7,-2.7,3
COc1ccc(N2CCN(C(=O)c3cc4cc(Cl)ccc4[nH]3)CC2)cc1,98,-7,-16,7,6,-10,0,3,1.0,-4
Cc1cc(Br)ccc1SCC(=O)OCC(=O)Nc1ccc2[nH]c(=O)[nH]c2c1,99,7,-68,5,-4,-9,3,-1,3.0,26
COc1ccccc1OCc1nnc(SCC(=O)Nc2ccc(C)cc2)n1C,106,6,-1,2,-1,-9,-1,3,-2.9,0
CC(C)Sc1ccc(C(=O)Nc2ccc(F)cc2F)cn1,88,-27,-34,8,-2,2,-3,1,3.3,-6
CSc1ccc(S(=O)(=O)Nc2ccc(S(=O)(=O)Nc3ccc(C)cc3)cc2)cc1,96,-4,-8,4,-4,7,0,-10,-0.4,-3
Cc1cccc(C)c1-n1nnnc1C(c1ccnc2ccccc12)N(Cc1ccccc1)Cc1ccccc1 (centres undefined),91,6,-19,·,5,·,·,5,·,·
CC1CC(C)CN(C(=O)COC(=O)COc2ccccc2C#N)C1 (centres undefined),99,-1,-14,6,2,12,-2,6,-0.2,8
COc1ccc(OC)c2c(N)c(C#N)c(C(F)(F)C(F)(F)F)nc12,93,0,-2,6,4,2,3,-1,2.2,-1
CC(C)Oc1ccc(CNS(=O)(=O)c2csc(C(N)=O)c2)cc1,101,0,21,-1,6,-15,1,9,0.6,-9
O=C(OCC(=O)N1CCCCC1)c1cccc(NS(=O)(=O)c2ccccc2)c1,102,-1,1,9,2,2,2,5,-1.7,1
COCCNC(=O)c1c(CSc2ccc(F)cc2)noc1C(=O)NCc1ccccc1,87,-3,-15,4,-3,-4,-1,11,-2.1,3
CC(=O)C(C(c1ccccc1)c1c[nH]c2ccccc12)[N+](=O)[O-] (centres undefined),97,-6,7,8,-1,-2,18,-2,5.2,0
N#C/C(=C\Nc1ccc2c(c1)OCCO2)c1nc(-c2ccccc2)cs1,289,-9,7,2,8,-7,-2,4,-0.9,-10
COc1ccc(OC)c(NC(=O)COc2cc(O)c3c(c2)OC(C)(C)CC3=O)c1,97,-24,-8,7,3,·,1,-6,2.6,2
Cc1ccc(C)c(S(=O)(=O)Nc2ccccc2C(=O)Nc2ccc(S(=O)(=O)Nc3ncccn3)cc2)c1,96,-2,-2,11,-4,-11,5,4,-1.9,8
CCSc1ccccc1C(=O)NC1CCCCC1,106,18,-11,-14,2,-4,1,-4,-1.1,5
Cc1c(Br)c([N+](=O)[O-])nn1C(C)C(=O)NCc1cccnc1 (centres undefined),101,3,-7,3,3,-4,0,0,-1.2,5
CC(=O)c1ccc(NC(=O)/C(=C\c2ccccc2)NC(=O)c2ccco2)cc1,91,-8,0,-2,2,·,0,3,0.2,8
O=C(CSc1nnc(CNC(=O)c2cccs2)o1)NC1CCCC1,91,-5,-4,1,4,-1,0,6,-1.3,-8
Nc1c(S(=O)(=O)c2ccccc2)csc1C(=O)O,93,44*,13,22,8,-12,1,2,-0.8,6
COc1ccc(/C=C/CN2CCC(n3nccc3NC(=O)C3CCCC3)CC2)cc1,102,-4,2,-1,6,-2,-1,-4,-4.0,-2
OC(c1ccc(F)c(F)c1)c1nc(-c2cccc(C(F)(F)F)c2)cs1 (centres undefined),92,4,-23,4,1,·,-5,-5,1.9,-10
Cc1ccc2[nH]c(=O)c(CN(Cc3ccco3)S(=O)(=O)c3c(C)ccc4nsnc34)cc2c1,98,-15,-2,18,11,0,-7,25*,2.2,50*
COc1ccc(Oc2nc(-c3ccccn3)nc3ccccc23)cc1,101,-6,-33,3,6,·,-2,2,0.1,-6

More entries follow.
SMILES,ABCB6 inh MLPCN,NOD2-RIPK2 inh,NCOA2 inhibitor,MC4R antag cAMP,HTR2A ag,TLR9-MyD88 block,N-glyco inh,ABHD5-PLIN5 inh,MC4R ag barr,H9c2 protect
CCOC(=O)Cn1cc(C#N)c2cccc(CC)c21,97,7,-32,17,-3,1,0,3,1.9,7
O=C(NNC(=S)NC1CCCCC1)c1cccc(S(=O)(=O)Nc2ccccc2Cl)c1,106,-3,-2,-4,0,-1,1,-5,-1.5,-12
CN(C)c1ccc(NC(=O)c2ccc(COc3cccc(Cl)c3)o2)cc1,129,4,-30,-3,-4,-2,1,-4,0.4,0
CCCOc1c(Br)cc(C(N)=O)cc1OCC,97,2,21,-9,-3,1,-1,-4,-2.2,-1
COc1ccc(C(=O)Oc2cc(C)[nH]c(=O)c2[N+](=O)[O-])c(OC)c1,101,-14,-2,-2,5,3,0,5,-0.8,15
O=C(c1ccccc1)c1ccc(OCCO)cc1,94,-10,-15,2,4,-5,1,-1,-0.6,5
O=C(NCc1n[nH]c(=O)c2ccccc12)C1CC(=O)N(c2ccccc2)C1 (centres undefined),95,-4,-7,3,-1,-3,-2,-7,-4.0,67*

Sorted by formula weight (rising): 3 of the compounds above.
SMILES,ABCB6 inh MLPCN,NOD2-RIPK2 inh,NCOA2 inhibitor,MC4R antag cAMP,HTR2A ag,TLR9-MyD88 block,N-glyco inh,ABHD5-PLIN5 inh,MC4R ag barr,H9c2 protect
CCOC(=O)Cn1cc(C#N)c2cccc(CC)c21,97,7,-32,17,-3,1,0,3,1.9,7
CN(C)c1ccc(NC(=O)c2ccc(COc3cccc(Cl)c3)o2)cc1,129,4,-30,-3,-4,-2,1,-4,0.4,0
O=C(NNC(=S)NC1CCCCC1)c1cccc(S(=O)(=O)Nc2ccccc2Cl)c1,106,-3,-2,-4,0,-1,1,-5,-1.5,-12
